Screening data from PubChem BioAssay.
Tau fibril FP: qHTS for Inhibitors of Tau Fibril Formation, Fluorescence Polarization; Microtubule-associated protein tau (Homo sapiens), P10636; K18 P301L tau heparin fibrillization, Alexa594 FP, 6 h; Potency, µM (top dose mostly 57.7 µM), for the others: at the highest dose activity, negative = inhibition, actives largely listed as inhibitors; 0.39% of 280,000 active; further: potency means the concentration at half of the fitted maximal effect; on the % scale 0 is the no-effect control and ±100 the full control effect; nearly all actives have a fitted effect of over 55% in size
Target sequence (P10636 561-689 P618L limits assumed): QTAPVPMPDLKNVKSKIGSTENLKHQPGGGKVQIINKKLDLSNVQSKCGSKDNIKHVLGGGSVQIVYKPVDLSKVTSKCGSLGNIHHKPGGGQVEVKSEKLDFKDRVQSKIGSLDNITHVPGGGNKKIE
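Heparin (20 uM) drove fibril formation of recombinant tau K18 P301L, 15 uM unlabeled with 0.24 uM Alexa 594 label, for 6 hr at 37 C in 100 mM sodium acetate pH 7. Fluorescence polarization (555/632 nm) read 1 hr after 30 uM ThT.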
Epigenetic reg: Quantitative High-Throughput Screen for Regulators of Epigenetic Control | murine LDR cells, GFP reporter derepression, 30 h | 0.2% of 280,000 active | Potency, µM (titrated, usually from 53.9 µM), for inactives: top-dose GFP activation, most hits filed as activators; further: potency means the concentration at half of the fitted maximal effect; % of control where 0% means no effect; nearly all actives have a fitted effect of over 60% in size
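GFP-positive cell count by laser-scanning cytometry (objects 20–120 um) after 30 h, 37 C compound exposure of murine LDR cells; reporter is CMV-GFP integrated at a silenced locus, inducible by HDAC or DNMT inhibitors.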
TR SRC2 fluor cs: Total Fluorescence Counterscreen for Inhibitors of the Interaction of Thyroid Hormone Receptor and Steroid Receptor Coregulator 2; TRb/SRC2 Texas Red total fluorescence interference; Potency, µM (series often up to 106 µM), for the others: at the top dose fluorescence change, negative = quenching; 0.29% of 280,000 active; active means well fitted curve in either direction with a large enough effect; inconclusive means small, poorly fitted or top-dose-only effect; further: potency means the concentration at half of the fitted maximal effect; on the % scale 0 is the no-effect control and ±100 the full control effect
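Human TRβ ligand-binding domain (0.6 uM) and Texas Red SRC2 peptide (20 nM) in Tris buffer with 1 uM T3 and 5% DMSO were incubated with pinned compound for 5 hr at ambient temperature. Total fluorescence was computed as S + 2P (555/632 nm).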
Tau fluor counter: Counterscreen qHTS for Inhibitors of Tau Fibril Formation, Fluorescence Polarization; tau K18 P301L Alexa594 fluorescence, heparin fibrillization; Potency, µM (top dose mostly 57.7 µM), without a hit: at the top dose activity change, negative = decrease; AID 1463, 2008; 0.93% of 280,000 active; further: potency means the concentration at half of the fitted maximal effect; on the % scale 0 is the no-effect control and ±100 the full control effect; nearly all actives have a fitted effect of over 55% in size
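Human tau K18 P301L (15 uM unlabeled, 0.24 uM Alexa 594-labeled) in 100 mM sodium acetate pH 7 with 20 uM heparin, 6 hr at 37 C. ThT 30 uM added, 1 hr ambient; Alexa 594 FP and total fluorescence read at 555/632 nm.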
TRb-SRC2 inh: qHTS for Inhibitors of the Interaction of Thyroid Hormone Receptor and Steroid Receptor Coregulator 2 | Thyroid hormone receptor beta (Homo sapiens), P10828 | TRbeta-SRC2 peptide binding, fluorescence polarization; receptor liganded with 1 µM T3 | Potency, µM (highest dose often 106 µM), inactives show at the top dose activity change, negative = inhibition, actives largely listed as inhibitors | 0.065% of 280,000 active | AID 1469, 2008;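 further: potency means the concentration at half of the fitted maximal effect; plate controls were bound peptide for no effect and peptide without receptor for full effect; nearly all actives have a fitted effect of over 50% in size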
Target sequence (P10828 whole entry, looked up): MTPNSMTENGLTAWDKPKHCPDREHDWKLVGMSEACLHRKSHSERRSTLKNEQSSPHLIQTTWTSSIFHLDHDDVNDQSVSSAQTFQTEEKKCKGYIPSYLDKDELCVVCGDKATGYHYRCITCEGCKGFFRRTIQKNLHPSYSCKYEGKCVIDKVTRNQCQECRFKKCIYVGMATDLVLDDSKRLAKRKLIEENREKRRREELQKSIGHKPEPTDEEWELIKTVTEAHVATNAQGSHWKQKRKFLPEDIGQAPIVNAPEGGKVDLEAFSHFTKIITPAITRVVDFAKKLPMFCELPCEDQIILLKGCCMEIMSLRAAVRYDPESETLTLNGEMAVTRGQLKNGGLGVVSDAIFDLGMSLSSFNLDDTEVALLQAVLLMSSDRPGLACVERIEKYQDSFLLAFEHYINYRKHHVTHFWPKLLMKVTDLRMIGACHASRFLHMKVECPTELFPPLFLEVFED
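Assay buffer: 20 mM Tris-HCl, 100 mM NaCl, 10% glycerol, 1 mM EDTA, 0.01% NP-40, 1 mM DTT, 1 uM T3, 5% DMSO; TRb LBD 0.6 uM, Texas Red SRC2 20 nM; FP after 5 hr.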
aGal spleen mod: qHTS Assay for Inhibitors and Activators of Human alpha-Galactosidase From Spleen Homogenate; Alpha-galactosidase A (Homo sapiens), P06280; human spleen homogenate, 4MU-alpha-Gal fluorescence, 40 min; Potency, µM (top dose mostly 80 µM), for the others: at the top dose activity change, negative = inhibition, actives largely listed as inhibitors; 0.008% of 240,000 active; AID 2107, 2009;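 further: potency means the concentration at half of the fitted maximal effect; 0% = enzyme with vehicle and -100% = no enzyme basal signal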
Target sequence (P06280 32-429 limits assumed): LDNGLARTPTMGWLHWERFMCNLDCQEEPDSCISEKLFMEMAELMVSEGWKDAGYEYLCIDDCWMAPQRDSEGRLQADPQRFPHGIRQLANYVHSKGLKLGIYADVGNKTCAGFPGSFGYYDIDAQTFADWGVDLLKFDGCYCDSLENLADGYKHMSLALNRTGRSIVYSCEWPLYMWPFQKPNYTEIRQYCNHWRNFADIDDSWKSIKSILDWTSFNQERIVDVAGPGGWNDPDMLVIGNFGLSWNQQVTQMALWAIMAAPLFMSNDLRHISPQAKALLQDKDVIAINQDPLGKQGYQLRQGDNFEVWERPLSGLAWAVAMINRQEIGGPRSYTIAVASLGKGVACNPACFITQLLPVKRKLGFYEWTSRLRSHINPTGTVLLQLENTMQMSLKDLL
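qHTS titration in buffer at pH 5.0. Alpha-galactosidase activity in spleen homogenate was measured via 4-methylumbelliferone release from 1 mM fluorogenic substrate after 40 min at 37C and a pH 10 stop. AC50 came from Hill fits of control-normalized data.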
CBFb-RUNX1 inh: qHTS Assay for Compounds Blocking the Interaction Between CBF-beta and RUNX1 for the Treatment of Acute Myeloid Leukemia; AID 1477, 2009; Runt-related transcription factor 1 (Homo sapiens) + Core-binding factor subunit beta …; Potency, µM (doses to about 59.8 µM), inactives show top-dose activity, negative = inhibition, actives largely listed as inhibitors; AlphaScreen CBFb-His/RUNX1-biotin binding, biochemical; 230,000 tested, under 10 active; further: % of control where 0% means no effect
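His-tagged CBF-beta and biotinylated RUNX1 (30 nM each) were premixed 20 min at room temperature, exposed to compound for 15 min, then given nickel-chelate and streptavidin AlphaScreen beads (50 ng each). After 90 min, AlphaScreen signal was read.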
NPSR antag: qHTS Assay for Antagonists of the Neuropeptide S Receptor: cAMP Signal Transduction; CHO-NPSR cells, cAMP TR-FRET, antagonist mode; Potency, µM (doses to about 38.3 µM), without a hit: at the top dose activity change, negative = inhibition, actives largely listed as inhibitors; 1% of 220,000 active; Q6W5P4; further: potency means the concentration at half of the fitted maximal effect; on the % scale 0 is the no-effect control and ±100 the full control effect; nearly all actives have a fitted effect of over 50% in size; many of its hits are not listed in these tables
* = called active by the depositor; ? = inconclusive; . = no result given; [ ] = remark or other dose. Unless noted, the call rests on the fitted dose curve; in most records, active means well fitted curve in the direction sought with a large enough effect; inconclusive means small, poorly fitted or top-dose-only effect, or another doubt; inactive means no such curve, though single readings can be large; an effect the other way counts as inactive or inconclusive. An excerpt; rates above refer to the full screens.

[1] COC(=O)c1ccc(NC(=O)C2CCCN2S(=O)(=O)c2ccc(OC)cc2)cc1 (stereo not given)
[2] CCOc1ccc(-c2nn(-c3ccc(F)cc3)c3c2cnc2ccc(F)cc23)cc1
[3] O=C(O)CCC(=O)Nc1ccc(C(=O)N2CCCCC2)cc1
[4] Cc1ccc(N=C(N)N=C(N)N)c(C)c1
[5] CNC(=O)NNC(=O)c1csc(Cc2c(Cl)sc3ccc(Cl)cc23)n1
[6] CC(=O)N[C@@H]1C(O)OC(CO)C(O)C1O (stereo not given in full)
Assay by compound	1	2	3	4	5	6
Tau fibril FP	2%	-9%	-6%	12%	1%	4%
Epigenetic reg	-2.1%	-0.4%	-4.5%	-1.2%	-0.7%	-1.3%
TR SRC2 fluor cs	0%	-2%	-1%	1%	-2%	-3%
Tau fluor counter	-13%	-4%	3%	0%	-13%	0%
TRb-SRC2 inh	2%	-3%	1%	-1%	5%	-1%
aGal spleen mod	4%	.	-4%	4%	1%	-5%
CBFb-RUNX1 inh	15%	.	2%	10%	11%	26%
NPSR antag	-5%[46.1 µM]	.	4%[46.1 µM]	9%	11%	.

5 of the compounds above, with two lines to a compound.
Results follow in this order: Tau fibril FP, Epigenetic reg, TR SRC2 fluor cs, Tau fluor counter, TRb-SRC2 inh, aGal spleen mod, CBFb-RUNX1 inh, NPSR antag
2: CCOc1ccc(-c2nn(-c3ccc(F)cc3)c3c2cnc2ccc(F)cc23)cc1
 : -9%, -0.4%, -2%, -4%, -3%, ., ., .
3: O=C(O)CCC(=O)Nc1ccc(C(=O)N2CCCCC2)cc1
 : -6%, -4.5%, -1%, 3%, 1%, -4%, 2%, 4%[46.1 µM]
4: Cc1ccc(N=C(N)N=C(N)N)c(C)c1
 : 12%, -1.2%, 1%, 0%, -1%, 4%, 10%, 9%
5: CNC(=O)NNC(=O)c1csc(Cc2c(Cl)sc3ccc(Cl)cc23)n1
 : 1%, -0.7%, -2%, -13%, 5%, 1%, 11%, 11%
6: CC(=O)N[C@@H]1C(O)OC(CO)C(O)C1O (stereo not given in full)
 : 4%, -1.3%, -3%, 0%, -1%, -5%, 26%, .

(cont.)
[7] O=C1CC(Cc2ccc(Cl)cc2)C(=O)N1c1ccncc1 (stereo not given)
[8] CC(Oc1ccc(Br)cc1)C(=O)Nc1ccncc1 (stereo not given)
[9] O=C(O)C1C2C=CC(C2)C1C(=O)OC1CC2CCC1C2 (stereo not given)
[10] CCn1c(SCC(=O)Nc2nc3c(s2)CCCC3)nc2c1c(=O)n(C)c(=O)n2C
[11] Nc1cc(S(=O)(=O)c2ccc(O)c(N)c2)ccc1O
[12] CC(C)(C)c1ccc(C(=O)Nc2ccc(OCc3cc(=O)n4ccsc4n3)cc2)cc1
Assay by compound	7	8	9	10	11	12
Tau fibril FP	-9%	-2%	-1%	2%	-1%	1%
Epigenetic reg	-1.0%	-0.2%	-0.2%	-2.4%	0.9%	0.9%
TR SRC2 fluor cs	-4%	-2%	4%	3%	-3%	3%
Tau fluor counter	-4%	5%	7%	7%	-26%	-11%
TRb-SRC2 inh	-12%	1%	-2%	7%	9%	4%
aGal spleen mod	5%	-3%	-3%	6%	2%	.
CBFb-RUNX1 inh	5%	-1%	1%	0%	4%	.
NPSR antag	8%	7%	11%[46.1 µM]	5%[46.1 µM]	7%	.

[13] CCn1c(SCC(=O)Nc2cc(C(C)(C)C)nn2-c2ccccc2)nnc1-c1cccs1
[14] CC(=O)Nc1ccccc1C
[15] CCOc1ncccc1C(=O)Oc1ccc2c(c1)OCO2
[16] O=C1OCCC1Sc1nnnn1-c1ccc(Cl)cc1 (stereo not given)
[17] CCN(CC)C(=O)c1sc(NC(=O)c2ccco2)c(C#N)c1C
[18] Cc1ccc(NC(=O)CSCn2nnc3c(=O)[nH]c(Cc4ccc(F)cc4)nc32)c(C)c1
Assay by compound	13	14	15	16	17	18
Tau fibril FP	-13%	.	-10%	1%	6%	-7%
Epigenetic reg	-1.6%	.	1.0%	-1.2%	-1.2%	7.4%
TR SRC2 fluor cs	-2%	-1%	-1%	-2%	-2%	0.32µM*[quencher]
Tau fluor counter	-14%	.	-19%	-2%	-2%	-15%
TRb-SRC2 inh	-2%	-2%	-7%	-3%	-11%	-8%
aGal spleen mod	0%	8%	-4%	4%	-3%	.
CBFb-RUNX1 inh	0%	17%[21.7 µM]	5%	2%	10%	.
NPSR antag	-4%	.	1%[46.1 µM]	36%	-4%[46.1 µM]	.

[19] Cc1noc(C)c1CSc1nc2ccccc2c(=O)n1-c1ccc(F)cc1F
[20] Cc1cccc(C)c1NC(=O)Cn1c(=O)n(CCCC(=O)NCc2ccco2)c(=O)c2sccc21
[21] COc1cc(/C=N/NC(=O)CN(CCc2ccccc2)S(=O)(=O)c2ccc(NC(C)=O)cc2)cc(OC)c1OC
[22] O=C(c1ccc(-c2ccc(Cl)cc2)o1)N1CCN(c2ccc([N+](=O)[O-])cc2Cl)CC1
[23] N#Cc1cccc(C#N)c1Oc1ccc(S(=O)(=O)Nc2ccccc2)cc1
[24] CCOc1ccccc1CNC(=O)CCc1cn(C)c2ccccc12
Assay by compound	19	20	21	22	23	24
Tau fibril FP	0%	0%	?	2%	-3%	11%
Epigenetic reg	1.1%	-1.9%	0.0%	4.7%	-0.2%	2.8%
TR SRC2 fluor cs	-2%	-3%	-3%	-3%	-5%	-4%
Tau fluor counter	-12%	-16%	?	-26%	-23%	-4%
TRb-SRC2 inh	-11%	8%	-3%	2%	0%	-2%
aGal spleen mod	3%	-22%	-6%	-11%	2%	.
CBFb-RUNX1 inh	8%	8%	-13%	-13%	7%	.
NPSR antag	?	-14%[46.1 µM]	-2%	-7%[46.1 µM]	-32%	.

[25] CCOC(=O)Cn1c(C(C)=O)nc2ccccc21
[26] CCN(CCCNC(=O)c1c(C)cc(=O)oc1C)c1cccc(C)c1
[27] Cc1ccc(NC(=S)N(CCN(C)C)Cc2cccs2)cc1C
[28] CCC(=O)N1CCc2cc(Br)cc(S(=O)(=O)N3CCC(C(=O)N(CC)CC)CC3)c21
[29] Cc1ccc(Cn2c(C(C)NC(=O)c3ccccc3)nc3ccccc32)cc1 (stereo not given)
[30] CCCCCCc1c(C)c2c(cc(C)c3c(C)c(C)oc32)oc1=O
Assay by compound	25	26	27	28	29	30
Tau fibril FP	15%	3%	8%	-2%	-1%	-5%
Epigenetic reg	0.0%	-3.4%	-3.5%	-1.8%	9.5%	0.0%
TR SRC2 fluor cs	-2%	1%	-1%	-12%	-2%	?
Tau fluor counter	6%	-23%	3%	2%	-20%	-6%
TRb-SRC2 inh	0%	-3%	-8%	5%	-8%	-9%
aGal spleen mod	3%	-5%	-4%	.	.	.
CBFb-RUNX1 inh	2%	1%	-4%	.	.	.
NPSR antag	7%[46.1 µM]	-28%[46.1 µM]	-11%	.	.	.

[31] CC(NC(=O)c1cc(-c2ccc(Cl)cc2)on1)c1ccccc1 (stereo not given)
[32] CCOC(=O)c1cc(-c2ccccc2)n(-c2cccc(C(=O)N(CC)c3ccccc3)c2)c1C
[33] COc1ccccc1NC(=O)CN(C)S(=O)(=O)c1cccc2cccnc12
[34] Cn1c(=O)[nH]c(=O)c2[nH]c(N(Cc3ccccc3)Cc3ccccc3)nc21
[35] O=C(NN1CCOCC1)c1ccc(Br)s1
[36] CCC(C)NC(=O)CSc1nc2c(sc3ccccc32)c(=O)n1CCc1ccc(OC)c(OC)c1 (stereo not given)
Assay by compound	31	32	33	34	35	36
Tau fibril FP	-4%	-4%	2%	-11%	4%	2%
Epigenetic reg	-1.8%	-1.1%	0.0%	0.1%	1.2%	1.1%
TR SRC2 fluor cs	?	-30%	8%	-7%	-2%	-2%
Tau fluor counter	0%	-3%	-11%	-16%	5%	-1%
TRb-SRC2 inh	-21%[53 µM]	1%	-7%	-5%	-6%	2%
aGal spleen mod	.	.	.	6%	-5%	.
CBFb-RUNX1 inh	.	.	.	-12%	8%	.
NPSR antag	.	.	.	?	24%	.

[37] COc1ccc(C(=O)N/N=C\c2coc3ccccc3c2=O)cc1
[38] NC(=O)NC(=O)COC(=O)c1ccc(OC(F)(F)F)cc1
[39] O=C(Nc1ccc(Cc2ccncc2)cc1)c1cccs1
[40] CCOc1ccccc1NC(=O)COc1cccc(-n2cnnn2)c1
[41] COCCNC(=S)Nc1ccccc1[N+](=O)[O-]
[42] COc1ccc(NC(=O)CSc2c3c(nc4ccccc24)CCC3)cc1Cl
[43] COc1ccc(-c2cc(C(F)(F)F)nc(NCc3ccc(F)cc3)n2)cc1
[44] CCOC(=O)CNS(=O)(=O)c1cc(-c2nnc(Nc3cccc(O)c3)c3ccccc23)ccc1C
Assay by compound	37	38	39	40	41	42	43	44
Tau fibril FP	1%	-8%	3%	-11%	-13%	-16%	?	7%
Epigenetic reg	1.3%	0.4%	4.1%	0.0%	-4.5%	15%	-0.9%	-0.8%
TR SRC2 fluor cs	-1%	-2%	0%	-1%	-2%	-1%	1%	-24%
Tau fluor counter	-15%	4%	-5%	-15%	-8%	-16%	?	?
TRb-SRC2 inh	12%	-4%	7%	4%	-1%	-3%	2%	6%
aGal spleen mod	2%	-3%	9%	5%	8%	.	.	.
CBFb-RUNX1 inh	8%	7%	0%	5%	2%	.	.	.
NPSR antag	-10%	12%	-1%	-11%[46.1 µM]	5%	.	.	.
